Efflux pump mplx – blocks antifungal efflux pumps in multiplex yeast assay | S. cerevisiae Candida pump triplex, Nile Red efflux | inhibition, % at 10 µM | hit rate 0.44% among 330,000;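 active = plate passing quality check with inhibition over a set limit, or well fluorescence over plate mean plus 4 SD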;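 also: Nile Red retained in pooled yeast measured as flow cytometry median fluorescence; 0% = buffer negative control and 100% = Enniatin B positive control; higher means more Nile Red kept so more efflux inhibition; some compounds called inactive have numbers as strong as hits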
CIT2-GFP yeast – yeast TOR pathway CIT2-GFP modulation. S. cerevisiae CIT2-GFP strain, flow cytometry, 3 h; 100 means same as DMSO wells. GFP response vs DMSO, % at 10 µM. hit rate 0.065% among 320,000;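 active = GFP response relative to DMSO above a set limit, near the screen mean plus 3 SD, cut at about 150% in these data; inconclusive = Fewer than 70 cells measured for a yeast strain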;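 also: ratio of well median GFP fluorescence to mean of DMSO wells on the plate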
LAP4 TOR yeast – alters LAP4-GFP fluorescence in TOR pathway yeast screen; S. cerevisiae LAP4-GFP multiplex, flow cytometry GFP, 3 h; median GFP as percent of DMSO wells; hit rate 0.34% among 320,000; AID 2023; GFP response vs DMSO, % at 10 µM;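 active = GFP response vs DMSO above a set limit, about the screen mean plus 3 SD, cut at about 150% in these data; inconclusive = under 70 cell events counted for the yeast strain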
AGP1 TOR yeast – modulators of TOR pathway AGP1-GFP in S. cerevisiae; S. cerevisiae AGP1-GFP multiplex flow cytometry, 3 h; GFP as percent of DMSO wells; GFP response vs DMSO, % at 10 µM; hit rate 0.02% among 320,000; AID 2066;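 active = GFP response relative to DMSO above a set limit, near screen average plus 3 SD, cut at about 150% in these data; inconclusive = fewer than 70 cells counted for the yeast strain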;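 also: median GFP channel fluorescence of the gated AGP1 strain per well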
RPL19A TOR yeast – yeast TOR pathway RPL19A-GFP modulation | S. cerevisiae RPL19A-GFP strain, flow cytometry, 3 h; active compounds read low | percent response vs DMSO, % at 10 µM | hit rate 0.3% among 330,000 | AID 2025;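 active = percent response vs DMSO below 50%; inconclusive = fewer than 70 events counted for the yeast strain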;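 also: median channel GFP fluorescence of the barcoded RPL19A-GFP strain; ratio of sample median GFP to plate DMSO average so 100% = DMSO; lower means less RPL19A-GFP as with rapamycin TOR inhibition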
AHR act – activates the human aryl hydrocarbon receptor; P35869; AHR-responsive luciferase reporter cells, luminescence; activation, % at 5 µM; hit rate 2.5% among 320,000; AID 2796; in the data active = activation above about 47%;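 also: 0% = vehicle wells and 100% = reference agonist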
Target sequence (P35869 whole entry, looked up): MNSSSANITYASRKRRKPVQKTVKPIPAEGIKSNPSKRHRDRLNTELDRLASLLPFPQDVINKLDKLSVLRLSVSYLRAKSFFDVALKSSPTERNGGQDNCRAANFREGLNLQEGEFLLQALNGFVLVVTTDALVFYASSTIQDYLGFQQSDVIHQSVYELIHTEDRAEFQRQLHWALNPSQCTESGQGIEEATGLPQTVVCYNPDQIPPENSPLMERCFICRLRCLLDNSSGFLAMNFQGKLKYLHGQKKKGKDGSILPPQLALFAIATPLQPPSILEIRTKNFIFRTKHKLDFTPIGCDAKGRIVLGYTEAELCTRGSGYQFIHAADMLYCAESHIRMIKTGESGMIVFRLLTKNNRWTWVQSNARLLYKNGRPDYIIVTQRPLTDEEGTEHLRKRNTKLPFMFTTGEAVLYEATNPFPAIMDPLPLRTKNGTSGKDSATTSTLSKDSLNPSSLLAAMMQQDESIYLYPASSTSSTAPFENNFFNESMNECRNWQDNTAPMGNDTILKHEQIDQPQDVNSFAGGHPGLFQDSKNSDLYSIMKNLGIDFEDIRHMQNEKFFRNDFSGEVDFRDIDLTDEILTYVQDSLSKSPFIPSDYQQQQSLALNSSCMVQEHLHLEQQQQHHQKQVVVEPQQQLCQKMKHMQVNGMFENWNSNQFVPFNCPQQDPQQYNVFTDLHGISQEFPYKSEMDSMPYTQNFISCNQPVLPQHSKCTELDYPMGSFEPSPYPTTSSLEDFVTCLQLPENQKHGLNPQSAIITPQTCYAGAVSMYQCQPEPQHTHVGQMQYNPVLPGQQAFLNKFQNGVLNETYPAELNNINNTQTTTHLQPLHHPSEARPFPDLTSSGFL
CR mimetic SO – caloric restriction mimetics inhibiting age-related superoxide in yeast | S. cerevisiae aged cells, superoxide DHE fluorescence; active compounds read low | hit rate 0.18% among 330,000 | AID 2690 | superoxide response (% of plate mean), % at 10 µM;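 active = superoxide response under a set limit, about three screen SD below normal, cut at about 65% in these data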;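 also: yeast aged for seven days with compound at 30 °C before DHE staining; 100% = average MFI of all compound-treated wells on the plate with controls excluded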
MEP2 TOR yeast – alters MEP2-GFP fluorescence in TOR pathway yeast screen; S. cerevisiae MEP2-GFP strain, flow cytometry GFP, 3 h; 100% = DMSO control level; hit rate 0.51% among 330,000; GFP response vs DMSO, % at 10 µM;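 active = GFP response versus DMSO above a set limit, roughly screen mean plus 3 SD, cut at about 180% in these data; inconclusive = fewer than 70 cells counted for a yeast strain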;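 also: median GFP fluorescence of the barcode-gated MEP2-GFP cells per well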
Starred values were filed as active, the others as inactive; ? = inconclusive; · = not tested or not shown; [ ] = dose if it differs, or a comment.

SMILES	Efflux pump mplx	CIT2-GFP yeast	LAP4 TOR yeast	AGP1 TOR yeast	RPL19A TOR yeast	AHR act	CR mimetic SO	MEP2 TOR yeast
Cc1[nH]nc2c1C(C1CC=CCC1)C(C#N)=C(N)O2 (configuration not stated)	0.0	96	99	94	93	-1	103	100
COc1ccccc1C1=CC(=O)C[C@H](c2ccc3c(c2)OCO3)C1	0.0	91	104	94	99	41	116	103
O=[N+]([O-])c1cccnc1SCc1c(F)cccc1Cl	0.1	78	122	87	90	0	95	93
COc1ccccc1/C=C1\SC(=S)N(CCC(=O)NCCCn2ccnc2)C1=O	-0.1	104	103	106	100	6	93	103
O=C(COC(=O)c1ccccc1[N+](=O)[O-])Nc1cc(S(=O)(=O)N2CCOCC2)ccc1N1CCCC1	-0.2	102	85	101	100	0	109	100
COc1cc(NS(=O)(=O)c2ccc(N)cc2)ncn1	0.0	87	111	89	97	-4	104	93
C=CCOc1cccc(CNn2cn[nH]c2=S)c1	0.3	97	103	98	99	0	102	100
CC(NCc1ccc(S(N)(=O)=O)cc1)C(=O)Nc1cc([N+](=O)[O-])ccc1Cl (configuration not stated)	0.0	104	93	100	103	1	102	100
Cc1ccc2nc(-c3ccco3)c(Nc3ccccc3)n2c1	0.1	95	114	110	111	7	103	116
COc1ccc(CCC(=O)Nc2cc([N+](=O)[O-])ccc2OC)cc1	1.9	100	98	96	101	12	97	101
Cc1ccc(Cl)cc1NC(=O)C1CC1c1ccccc1 (configuration not stated)	0.3	98	92	92	106	8	96	103
O=C(COc1cc2oc(=O)c3c(c2cc1Cl)CCC3)NCCCN1CCOCC1	-0.2	120	112	113	112	1	99	113
O=C(CN1C(=O)C2CCCCC2C1=O)Nc1ccc(S(=O)(=O)Nc2ncccn2)cc1 (configuration not stated)	0.1	95	94	98	94	0	102	97
C=CCn1c(O)c(N=NC(=O)c2ccc3c(c2)OCO3)c2ccccc21	0.0	97	100	101	101	27	96	116
O=CN(CCN(C=O)CN1CCCCC1)CN1CCCCC1	0.2	85	84	84	89	4	81	91
Cc1ccccc1CNC(=O)CCCn1ncn2c(cc3occc32)c1=O	0.1	103	109	118	92	-2	102	104
COc1ccc(CNC(=O)C(c2ccco2)N(C(=O)c2csnn2)c2cccc(C)c2C)cc1 (configuration not stated)	0.0	94	87	87	87	0	99	89
COc1ccc(-n2c(SCC(=O)N3CCC(C(=O)O)CC3)nc3ccccc3c2=O)cc1OC	0.1	104	89	97	102	-1	93	103
Cc1ccc(S(=O)(=O)N2CCCC2C(=O)O)s1 (configuration not stated)	0.0	101	102	102	108	-1	106	105
O=C(c1ccco1)N(c1ccccn1)c1ccccn1	-0.1	113	102	104	103	4	94	110
CCC(C)c1ccccc1N=Cc1ccc2c(c1)OCO2 (configuration not stated)	0.1	102	98	108	100	2	103	102
Nc1nc(N)nc(Cc2ccccc2O)n1	-0.1	96	75	66	90	0	115	89
COc1ccc(Cn2nnnc2C(c2cc3cc(C)ccc3[nH]c2=O)N2CCOCC2)cc1 (configuration not stated)	0.0	95	105	106	104	0	109	107
c1ccc(-c2nc3cnccn3c2Nc2ccc3c(c2)OCCO3)cc1	-0.1	101	96	104	101	8	97	101
Oc1c(/C=C/C=C/C=Nc2ccccc2)sc(=S)n1Cc1ccccc1	0.1	·	·	·	105	2	99	117
COc1cccc(/C=C/C(=O)OCC(=O)Nc2ccc(Cl)cn2)c1	0.3	98	96	91	99	15	120	101
O=C(CCSc1ccc(Cl)cc1)c1cccs1	0.5	100	104	98	97	-2	104	101
O=C(CNc1ccc2ccccc2c1)N/N=C/c1cc2ccccc2nc1Cl	0.2	96	101	97	98	41	124	97
COc1ccc(N2CCOCC2)c(NC(=O)c2cc3ccccc3o2)c1	-0.1	99	95	97	102	14	109	103
Cc1nc2ccccc2c2oc(C(=O)NCCN3CCN(C)CC3)cc12	-0.1	107	108	109	101	0	99	109
O=C(COC(=O)CCCN=C1NS(=O)(=O)c2ccccc21)NNC(=O)c1ccccc1	-0.1	94	89	94	93	-1	103	93
O=C(Nc1nc2ccccc2n1CCN1CCCC1)c1ccc(Cl)cc1	0.0	100	103	97	96	54*	110	101
CCOc1cc(C2Nc3ccccc3C(=O)N2c2ccccc2)c(Br)cc1OCC(=O)O (configuration not stated)	0.0	129	84	105	117	0	95	107
CC(C(=O)N1CCN(c2ccccc2)CC1)N1C(=O)C2CC=CCC2C1=O (configuration not stated)	-0.1	107	106	102	99	6	96	100
NS(=O)(=O)c1ccc(CCNC(=O)COc2ccc3c4c(c(=O)oc3c2)CCC4)cc1	-0.1	106	100	106	99	-3	89	101
Cc1cccc(OCc2nc(C#N)c(N3CCCC3)o2)c1	-0.1	·	·	·	92	10	94	93
CCOC(=O)C1=CCN(Cc2ccccc2)CC1	0.4	77	89	78	104	1	99	109
CCCC(=O)Nc1cc(-c2nnc(OC)c3ccccc23)ccc1N1CCCCC1	0.6	95	95	101	100	1	103	103
CCCC(c1nnnn1C(C)(C)CC)N1CCN(C(=O)c2ccco2)CC1 (configuration not stated)	0.1	?	?	?	?	-2	93	?
CCN(CC)CCCn1c(=S)[nH]c2cc(OC)c(OC)cc2c1=O	0.3	102	103	101	98	6	90	105
NNC(=O)CNC(c1ccccc1)c1cc(Cl)ccc1NC(=O)c1ccccc1 (configuration not stated)	-0.1	104	107	104	109	37	106	126
COc1ccc(CNC(=O)C/C(C)=N/NC(=O)Cc2ccc(OC)cc2)cc1	0.6	95	86	94	99	6	102	96
CN1CCN(P(=O)(c2ccccc2)c2nc3ccccc3s2)CC1 (configuration not stated)	0.0	98	97	103	104	3	100	106
O=C(O)CN1C(=O)C2(OCCCO2)c2ccccc21	-0.1	102	104	105	103	12	112	106
CC(C)C(c1nnnn1CCc1ccccc1)N1CCSCC1 (configuration not stated)	0.1	88	99	108	105	0	98	103
C/C(CC(=O)Nc1cccc(Cl)c1Cl)=N\NC(=O)C(=O)NC1CCCCC1	0.0	100	92	106	101	2	101	108
O=C(COc1cccnc1[N+](=O)[O-])NCc1ccco1	0.0	103	94	96	103	1	112	108
CCCCC(=O)NCc1ccccc1Cl	0.0	103	99	107	102	6	116	96
CC1CC(C)CN(C(=O)COC(=O)COc2ccc(C#N)cc2)C1 (configuration not stated)	0.0	99	98	99	100	-1	93	98
O=C(CCN1CCN(C/C=C/c2ccccc2)CC1)Nc1cccc(F)c1	-0.1	100	106	86	97	0	109	69
O=C(NCC(c1ccc(F)cc1)N1CCOCC1)c1ccc(OCc2ccccc2)cc1 (configuration not stated)	-0.6	106	111	105	104	1	106	107
Cn1c2ccccc2c2cc(C(=O)OCC(=O)N3CC(=O)Nc4ccccc43)sc21	0.1	·	83	96	99	31	97	99
CCCc1cc(=O)oc2cc(OCc3ccc(C(=O)O)cc3)ccc12	-0.1	79	61	20	97	3	213	90
NC(=O)N/N=C/c1ccccc1OC(=O)c1ccccc1Br	0.0	89	102	98	98	0	95	100
COc1ccc(C(=O)Nc2ccc(Cl)cn2)cc1Cl	0.1	89	106	97	97	16	104	98
Cc1ccc(-n2cccc2/C=C2/C(=N)N3C(=NC2=O)SN=C3S(C)(=O)=O)cc1	0.1	110	100	110	108	9	126	115
C/C(=N\NC(=O)c1nn(C)c(C)c1Br)c1cccc(NC(=O)c2ccc(F)cc2)c1	0.0	96	87	91	96	-11	98	87
Cc1cc(-c2ccc(S(=O)(=O)N3CCc4ccccc4C3)s2)on1	-0.2	101	93	100	103	4	100	105
Cc1nn(C)c(C)c1NS(=O)(=O)c1ccccc1Cl	0.2	92	92	94	97	-1	114	100
CC1(C)Cc2c(C#N)c(N3CCN(C(=O)c4ccco4)CC3)nc(-c3ccco3)c2CS1	0.1	80	97	·	87	-1	110	99

Following part:
SMILES	Efflux pump mplx	CIT2-GFP yeast	LAP4 TOR yeast	AGP1 TOR yeast	RPL19A TOR yeast	AHR act	CR mimetic SO	MEP2 TOR yeast
CCOC(=O)/C=C/C(=O)OCC(=O)N1CCN(C(=O)c2ccco2)CC1	-0.4	107[may fluoresce green]	100[may fluoresce green]	112[may fluoresce green]	104[may fluoresce green]	0	98	108[may fluoresce green]
O=C(O)CN1C(=O)/C(=C\c2cn(CC(=O)N3CCOCC3)c3ccccc23)SC1=S	-0.1	105	106	104	102	-1	95	106
CCc1ccc(NC(=O)CCCN2C(=O)C3CC=CCC3C2=O)cc1 (configuration not stated)	0.1	98	96	101	100	-1	109	103
COc1ccc(S(=O)(=O)N2CCN(C(=O)c3ccco3)CC2)c(C)c1C	0.0	102	98	107	104	-1	100	110
CCOC(=O)c1cnc(SCc2ccccc2)nc1N	0.0	94	118	99	98	-2	123	106
CCCCN(CC)CCNC(=O)c1cc2c(C)nc3ccccc3c2o1	0.3	89	98	91	90	23	94	94
Cc1cccc(NC2SC(=O)N(CC(=O)O)C2=O)c1 (configuration not stated)	0.0	106	100	108	102	3	111	106
COc1ccc(-c2[nH]nc(-c3ccccc3)c2-c2nc3ccccc3[nH]2)cc1	-0.1	107	101	109	101	5	107	112
COc1cc(OC)cc(C(=O)Nc2nc(CC(=O)NCCc3ccccc3)cs2)c1	0.1	104	98	103	96	23	99	95
O=C(NCc1cc(C(F)(F)F)cc(C(F)(F)F)c1)C1CC(c2cccc(F)c2)=NO1 (configuration not stated)	0.1	91	109	88	98	1	98	95
CCOC(=O)c1sc(NC(=O)CSc2nc(C)cc(-c3ccccc3)n2)c(C#N)c1C	-0.3	104	104	104	95	1	96	98
O=C(CCNC(=O)C1CCN(S(=O)(=O)c2ccccc2)CC1)Nc1ccccc1	-0.2	120	116	120	108	4	90	104
CC(C)N(N=Nc1ccc([N+](=O)[O-])cc1)C(C)C	-0.1	106	93	105	103	3	105	107
COc1ccccc1OCC(=O)NC1CCCCCC1	0.1	90	102	97	101	4	111	103
COc1cccc(-c2nc(CS(=O)(=O)CC(=O)NC3CCC(C)CC3)c(C)o2)c1 (configuration not stated)	0.2	100	90	96	96	-1	97	101
O=C(c1c[nH]c(C(=O)C(Cl)(Cl)Cl)c1)c1ccccc1Cl	0.0	97	108	92	88	-1	113	96
CC(C)c1ccc(Nc2c([N+](=O)[O-])c(=O)n(C)c3ccccc23)cc1	-0.1	107	127	121	109	1	109	109
Cc1cc(C)cc(Nc2c3c(nc4ncnn24)CCC3)c1	0.1	90	97	94	92	0	82	94
O=C(O)CC1SC(=Nc2cccc(C(F)(F)F)c2)NC1=O (configuration not stated)	0.0	91	99	96	98	11	96	94
CCC(NC(=O)c1ccc2nc(Cc3ccc(OC)cc3)oc2c1)c1ccncc1 (configuration not stated)	0.0	114	102	112	109	5	123	117
O=C(c1ccccc1Sc1ccc([N+](=O)[O-])cc1)N1CCCCC1	0.4	?	?	?	?	-3	110	?
Cc1cc(C)n(-c2nnc(C)n2NC(=O)c2cccc(Cl)c2)n1	-0.2	92	106	103	96	4	91	97
O=C(CNC(=O)[C@@H]1Cc2ccccc2CN1)NCc1ccco1	-0.1	101	99	105	105	-1	116	105
COCC1CCCCN1C(=O)CCCn1nnnc1CN1CCC(C)CC1 (configuration not stated)	-0.1	98	78	91	103	2	99	97

An excerpt of these results, field by field:
O=C(c1ccccc1Sc1ccc([N+](=O)[O-])cc1)N1CCCCC1
  Efflux pump mplx = 0.4	CIT2-GFP yeast = ?	LAP4 TOR yeast = ?	AGP1 TOR yeast = ?	RPL19A TOR yeast = ?	AHR act = -3	CR mimetic SO = 110	MEP2 TOR yeast = ?

Cc1cc(C)n(-c2nnc(C)n2NC(=O)c2cccc(Cl)c2)n1
  Efflux pump mplx = -0.2	CIT2-GFP yeast = 92	LAP4 TOR yeast = 106	AGP1 TOR yeast = 103	RPL19A TOR yeast = 96	AHR act = 4	CR mimetic SO = 91	MEP2 TOR yeast = 97

Compound activity (PubChem)
